# Assay outcomes as filed in PubChem BioAssay.
# TrxR1 substrate: substrates of rat thioredoxin reductase 1; actives 0.01% (n = 390,000); Potency, µM (titrated, usually from 114 µM), for the others: top-dose activity change, negative = substrate turnover; AID 588456; purified TrxR1 substrate turnover, NADPH consumption readout; O89049; note: % is set by controls: 0 for no effect and ±100 for the full control effect; nearly all actives have a fitted effect of over 50% in size
#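 Rat TrxR1, dispensed at 90 nM, was prereduced with 400 uM NADPH (final) for 5 min at ~22 deg C, then incubated with compound 15 min before 400 uM selenite. A first-read NADPH fluorescence drop versus no-compound background flagged substrates.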
# Vif-APOBEC3G blk: blocks the Vif interaction with human APOBEC3G | Q9HC16 | HeLa A3G-eYFP + Vif (tagged APOBEC3G with the HIV-1 protein that degrades it), YFP fluorescence, overnight | Potency, µM (highest dose often 46.1 µM), for inactives: top-dose activity, negative = active, hits mostly inhibitors | actives 0.076% (n = 410,000) | AID 602310;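 note: % is set by controls: 0 for no effect and ±100 for the full control effect; nearly all actives have a fitted effect of over 60% in size; hits raise eYFP signal because A3G escapes Vif-driven loss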
#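 HeLa cells stably expressing Vif and C-terminally eYFP-tagged A3G, seeded overnight at 37 deg C, then exposed to compound by pintool overnight at 37 deg C. Rise in yellow fluorescence (Ex 488/Em 500-530, Acumen) marks blocked Vif-driven A3G degradation.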
# USP1-UAF1 inh: blocks the human USP1/UAF1 deubiquitinase complex. recombinant USP1/UAF1, Ub-Rhodamine cleavage fluorescence. actives 0.23% (n = 390,000). Potency, µM (doses to about 57.1 µM), inactives show at the highest dose activity change, negative = inhibition, usual class: inhibitors. O94782; note: % is set by controls: 0 for no effect and ±100 for the full control effect; nearly all actives have a fitted effect of over 60% in size; inactives centre near -12
# Target sequence (O94782 whole entry, looked up): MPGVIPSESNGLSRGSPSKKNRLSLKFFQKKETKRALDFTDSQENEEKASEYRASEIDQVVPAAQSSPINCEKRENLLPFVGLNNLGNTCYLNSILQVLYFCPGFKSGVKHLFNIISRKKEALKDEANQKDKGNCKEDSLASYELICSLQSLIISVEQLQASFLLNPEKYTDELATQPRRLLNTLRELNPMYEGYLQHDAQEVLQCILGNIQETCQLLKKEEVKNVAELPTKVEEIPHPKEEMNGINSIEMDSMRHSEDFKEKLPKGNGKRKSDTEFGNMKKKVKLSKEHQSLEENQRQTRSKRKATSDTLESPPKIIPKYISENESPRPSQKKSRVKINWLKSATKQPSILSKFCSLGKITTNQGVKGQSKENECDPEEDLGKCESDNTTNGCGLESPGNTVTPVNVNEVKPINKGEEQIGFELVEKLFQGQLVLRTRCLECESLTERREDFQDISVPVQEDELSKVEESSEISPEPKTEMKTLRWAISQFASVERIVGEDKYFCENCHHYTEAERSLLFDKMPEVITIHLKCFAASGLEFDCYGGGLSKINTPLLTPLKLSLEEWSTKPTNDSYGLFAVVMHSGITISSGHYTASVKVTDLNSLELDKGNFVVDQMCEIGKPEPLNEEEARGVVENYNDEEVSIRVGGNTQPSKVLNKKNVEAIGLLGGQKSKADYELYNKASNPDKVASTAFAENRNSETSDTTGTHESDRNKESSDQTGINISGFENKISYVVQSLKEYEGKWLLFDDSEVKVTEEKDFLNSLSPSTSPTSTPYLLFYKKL
#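 USP1/UAF1 complex at 1 nM was preincubated with compound for 15 min at room temperature, then Ub-Rho substrate (150nM final) was added. Fluorescence (480/540 nm) was read kinetically, 6 reads every 60 seconds.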
# 12-LOX inh: blocks human arachidonate 12S-lipoxygenase | P18054 | purified 12hLO, xylenol orange hydroperoxide absorbance | Potency, µM (highest dose often 108 µM), inactives show at the top dose activity change, negative = inhibition, hits mostly inhibitors | actives 1.1% (n = 580,000); note: % is set by controls: 0 for no effect and ±100 for the full control effect
#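 Purified human 12hLO at 150 nM in 25 mM Hepes, 0.01% Triton X-100, pH 7.0, preincubated 15 min at room temperature with compound. Reaction started with 40 uM arachidonic acid, 30 min at room temperature. Hydroperoxide measured by Fe-xylenol orange, 573/405 nm absorbance ratio.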
# Vif-A3F inh: Vif-A3F binding inhibition; HeLa A3F-eYFP + Vif (tagged APOBEC3F with the HIV-1 protein that degrades it), YFP fluorescence increase; Potency, µM (doses to about 46.1 µM), inactives show at the top dose activity, negative = active; actives 0.2% (n = 390,000); note: % of control where 0% means no effect; nearly all actives have a fitted effect of over 65% in size
#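 HeLa cells stably expressing A3F-eYFP plus Vif, plated and incubated overnight at 37 deg C, then exposed to compounds overnight at 37 deg C. Blocked degradation read as raised yellow fluorescence (Ex 488/Em 500-530).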
# rTrxR1 inhibitor: blocks rat thioredoxin reductase 1 | O89049 | recombinant rTrxR1, NADPH fluorescence consumption, selenite substrate | Potency, µM (series often up to 114 µM), inactives show at the highest dose activity change, negative = inhibition, actives largely listed as inhibitors | actives 1% (n = 390,000) | AID 588453; note: % is set by controls: 0 for no effect and ±100 for the full control effect; nearly all actives have a fitted effect of over 65% in size
#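 Rat TrxR1 (90 nM in the dispensed reagent) was pre-reduced with 400 uM NADPH for 5 min at room temperature, then incubated with compound for 15 min. After 400 uM selenite was added, NADPH fluorescence (Ex 340/Em 450 nm) was followed for 8 min.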
# RXFP1 ag: RXFP1 (human) receptor agonism; Q9HBX9; Potency, µM (highest dose often 57.5 µM), for inactives: at the top dose activation, hits mostly activators; actives 0.3% (n = 370,000); HEK293T-RXFP1 cAMP TR-FRET, 30 min; response scale: percent of porcine relaxin response, buffer zero; note: % is set by controls: 0 for no effect and ±100 for the full control effect; nearly all actives have a fitted effect of over 60% in size; many of its hits are not listed in these tables
#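 cAMP rise read by TR-FRET after 30 min, 37C compound exposure (up to 58 uM) in RXFP1-transfected HEK293 cells with Ro 20174 present. EC50 from Hill-equation fits, with 29 nM porcine relaxin as 100% and buffer as basal.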
# IDH1 R132H inh: inhibitors of human mutant IDH1 R132H; IDH1-R132H enzyme, NADPH consumption, diaphorase/resazurin fluorescence; O75874; Potency, µM (series often up to 76.6 µM), for the others: at the top dose activity change, negative = inhibition, actives largely listed as inhibitors; actives 0.093% (n = 390,000); AID 602179; note: % is set by controls: 0 for no effect and ±100 for the full control effect; nearly all actives have a fitted effect of over 65% in size
#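 IDH1-R132H (0.5 ug/mL) preincubated 30 min with compound, then NADPH (0.016 mM) and alpha-KG (2 mM) added; 80 min at RT, pH 7.5. Remaining NADPH coupled via diaphorase/resazurin to fluorescence (540/590 nm); concentration-response curves normalized to no-enzyme control.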
# RGS4 inh: blocks human RGS4-accelerated GTP hydrolysis | Potency, µM (top dose mostly 114 µM), for the others: top-dose activity change, negative = inhibition, usual class: inhibitors | AID 504845 | actives 0.039% (n = 390,000) | Transcreener GDP fluorescence polarization, RGS4-accelerated GTP hydrolysis; note: % is set by controls: 0 for no effect and ±100 for the full control effect; nearly all actives have a fitted effect of over 75% in size; some results filed as inactive show a strong effect at the top dose
# Target sequence (P49798 whole entry, looked up): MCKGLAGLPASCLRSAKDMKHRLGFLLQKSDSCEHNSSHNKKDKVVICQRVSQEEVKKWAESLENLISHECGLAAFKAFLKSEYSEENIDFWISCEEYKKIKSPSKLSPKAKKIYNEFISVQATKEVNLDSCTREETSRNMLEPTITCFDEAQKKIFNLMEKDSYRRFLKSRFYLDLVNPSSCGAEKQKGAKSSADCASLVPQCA
#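 MLSMR compounds (23 nl, pin-transferred) preincubated 10 min at room temperature with a 500nM (2x) first reagent, then RGS4 at 900nM (2x) plus Transcreener GDP mix added; fluorescence polarization (620/688 nm) read before and after 90 min at 30 °C.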
# * marks the source's active call; other numbers are inactive results; ? = inconclusive; · = not tested or not shown; & = joins results of further samples; ! = repeats disagree; [ ] = dose if it differs, or a comment. Calls come from the whole dose curve; as a rule, active = well fitted curve in the direction sought with a large enough effect; inconclusive = small, poorly fitted or top-dose-only effect, or another doubt; inactive = no such curve, though single readings can be large; an effect the other way counts as inactive or inconclusive. Potency is the fitted concentration of half-maximal effect. A portion of the library. The share of hits here may be higher or lower than overall.
SMILES,TrxR1 substrate,Vif-APOBEC3G blk,USP1-UAF1 inh,12-LOX inh,Vif-A3F inh,rTrxR1 inhibitor,RXFP1 ag,IDH1 R132H inh,RGS4 inh
Cc1ccc(Sc2c([N+](=O)[O-])c(=O)n(C)c3ccccc23)cc1,1%,1%,-22%,1%,0%,2µM*,3.7%,-1%,-22%
O=C(CSc1nnc(-c2ccccc2)n1-c1ccccc1)N1c2ccccc2Sc2ccccc21,6%,0%,-7%,26%,0%,15%,-1.8%,3%,24%
Cc1ccc(S(=O)(=O)NNC(=O)c2cccs2)c(C)c1,-1%,2%,-12%,-12%,-10%,3%,0.5%,6%,-32%
O=C(CN1C(=O)NC(c2ccccc2)(c2ccccc2)C1=O)N1CCOCC1,5%,0%,-12%,0%,-1%,10%,1.6%,9%,-17%
O=C(c1cc(-c2ccc(O)cc2)on1)N1CCCc2ccccc21,15%[57.1 µM],0%,-15%,24%,-1%,8%[57.1 µM],-0.8%,14%,-13%
COc1cccc(Nc2nc(N)nc(-c3oc4ccccc4c3C)n2)c1,5%,?,-26%,?,1%,-11%,0.0%,5%,-32%
O=C(O)Cn1c2c(c3ccccc31)CSc1ccc(Cl)cc1-2,-1%[57.1 µM],-4%,-19%,?,-2%,16%[57.1 µM],0.0%,3%,?
Cn1c(=O)c2cc(S(=O)(=O)N3CCN(c4cccc(C(F)(F)F)c4)CC3)ccc2n(C)c1=O,8%[57.1 µM],-2%,-11%,0%,4%,16%[57.1 µM],5.6%,0%,-16%
COc1cccc(OC)c1C(=O)Nc1nc(COc2ccccc2)cs1,7%,0%,-16%,-12%,-3%,40%[activator],-2.1%,0%,-1%
Cc1ccc(CN2CCCn3nc(C(=O)NC(C)C)cc3C2=O)cc1,10%[57.1 µM],-1%,-16%,-19%,1%,25%[57.1 µM],1.7%,-14%,6%
Cc1c(Br)c([N+](=O)[O-])nn1CC(=O)NCc1ccccn1,4%,-2%,-10%,1%,-10%,16%,-4.1%,10%,9%
C#CCOCCOCCOCCNc1nc(N2CCN(C(=O)[C@H](CCC(=O)O)n3cc(CN)nn3)CC2)nc(N2CCN(C(=O)[C@H](CCCN=C(N)N)n3cc(C(N)[C@@H](C)CC)nn3)CC2)n1 (stereo not given in full),2%,1%,-11%,-7%,8%,-22%,·,-4%,-20%
CC(Sc1nnc(-c2ccco2)n1C)C(=O)N1C(C)CCCC1C (stereo not given),-1%,-3%,-12%,0%,-13%,?,-0.3%,2%,-6%
CN(/C=C/C(=C/C=[N+](C)c1ccccc1)OCCCS(=O)(=O)[O-])c1ccccc1,-14%,0%,-4%,?,?,?,8.8%,7%,-23%
CCOCCCNc1ncnc2c1cnn2-c1ccc(C)c(C)c1,21%[57.1 µM],-24%,1%,4%,-5%,17%[57.1 µM],9.5%,2%,5%
Cc1ccc(C(=O)N/C(=C/c2ccc(Cl)cc2)C(=O)N2CCOCC2)cc1,-9%,-1%,-7%,-16%,1%,-9%,-0.4%,-14%,13%
Cc1ccc([C@H]2C[C@H](n3cc(COC(=O)c4ccccc4)nn3)[C@@H](O)CN2C(=O)C2CCCCC2)cc1,·,1%,-23%,-5%,5%,·,·,9%,·
CC(C)Oc1ccc(C(=O)NCC(=O)OCC(=O)N(C)Cc2cccs2)cc1,7%[57.1 µM],-1%,-16%,-14%,0%,21%[57.1 µM],4.0%,4%,-6%
Nc1ccc(/C=C/c2ccc3ncccc3c2)cc1,4%[2.29 µM],-1%&2%,?,0%,2%,10%[2.29 µM],0.0%,5%,13%
CC(C(=O)Nc1ccccc1-c1ccccc1)N1CCN(Cc2ccccc2)CC1 (stereo not given),11%[57.1 µM],1%,-18%,?,-8%,11%[11.4 µM],0.5%,9%,?
C/C(=N\Nc1ccc(C(=O)O)cc1)c1ccc(Br)cc1,-9%,0%,-7%,?,8%,-10%,1.9%,-1%,3%
COc1cccc(NC(=O)c2sc3nc(C)c(C(=O)Nc4ccc(Cl)cc4)c(-c4ccc(Br)cc4)c3c2N)c1,29%[2.29 µM],7%,?,0%,10%,37%[2.29 µM],3.6%,-19%,7%
C/C(=N\NC(N)=S)C1=CCC2C3CC[C@H]4CC(O)CC[C@]4(C)C3CC[C@]12C (stereo not given in full),0%,1%,-24%,-16%,6%,13%,-0.4%,-26%,?
COc1ccccc1CCNC(=O)C(=O)NCC1OCCN1S(=O)(=O)c1ccc(Cl)cc1 (stereo not given),3%[57.1 µM],5%,-18%,-10%,3%,45%,0.5%,1%,3%
C[C@@H]1[C@H]2CCCC[C@H]2CN(C(=O)OC(C)(C)C)[C@@H]1CC(=O)c1ccccc1,-5%,-4%,-14%,-4%,-5%,3%,·,0%,-10%
Cc1cccc(N2CCN(C(=O)Cn3nc(Cc4cccnc4)c4ccccc4c3=O)CC2)c1C,-2%,2%,-1%,-23%,1%,21%,-1.2%,2%,-4%
COc1ccc(OC)c(-c2c3cc(O)c(=O)cc-3oc3cc(O)c(O)cc23)c1,-7%[57.1 µM],1%,?,·,-17%,-3%[57.1 µM],2.0%,40µM*,?
CN1CCC2(CC1)C1CN(C)CC=C1C(C#N)=C(N)C2(C#N)C#N (stereo not given),35%&13%[activator],-5%&-2%,28µM*!,22%&-9%,?,-25%&-21%,0.6%&-1.5%,11%&-4%,-6%&-19%
CC(NC(=O)C(=O)c1cn(CC(=O)N2CCCC2)c2ccccc12)c1ccccc1 (stereo not given),·,-2%,-10%,-12%,1%,·,·,-4%,·
CCOc1ccc(C(C)=O)cc1CN1C(=O)NC2(CCCCCC2)C1=O,-2%,4%,11%,-8%,-4%,12%,-0.7%,-8%,6%
COc1ccc(CCNC(=O)CCn2c(=O)c3ccccc3n(CC(=O)Nc3cccc(C)c3)c2=O)cc1OC,7%,-8%,-18%,?,0%,18%,6.5%,-3%,8%
COc1ccc(CC(=O)N/N=C/c2cccs2)cc1OC,-9%,2%,-16%,9%,-5%,-13%,1.9%,-5%,19%
N#C/C(=C/c1cccn1-c1cccc(C(=O)O)c1)c1ccc(Cl)cc1,4%[57.1 µM],3%,-16%,45µM*,14%,-21%,0.4%,1%,-38%
CCCOc1ccccc1Cn1c(=O)sc2ccccc21,7%,1%,-6%,4%,0%,19%,-0.4%,-4%,6%
COc1ccc(Cl)cc1NC(=O)CN(C)CC(=O)Nc1cc(OC)c(OC)c(OC)c1,8%,?,-22%,27%,-2%,25%,0.0%,2%,3%
COCCCNC(=O)CSc1nc2cc3c(cc2c(=O)n1CCCCCC(=O)NCCc1ccc(OC)c(OC)c1)OCO3,4%[57.1 µM],-2%,-24%,1%,-4%,16%[57.1 µM],-0.1%,7%,22%
CCNc1nc(SCC(=O)OC)nc(N2CCOCC2)n1,-6%,-5%,-6%,0%,1%,1%,0.9%,13%,29%[56.9 µM]
CCOC(=O)C1=C(C(=O)OCC)N(CC)CCC1=O,-11%,0%,2%,1%,10%,-6%,·,-5%,19%
O=C(NCc1ccc2c(c1)OCO2)c1cc2ccccc2oc1=O,8%,0%,-14%,0%,-3%,19%,5.0%,0%,11%
COc1ccc(-c2cc(NCc3ccc(C)cc3)n3cnnc3n2)cc1,-7%,-1%,-12%,-16%,2%,-4%,-1.9%,8%,-18%
Cc1cccc(C)c1NC1=NC2(CCCCC2)N=C(N)N1,-6%,0%,-11%,-10%,-8%,-1%,0.0%,-4%,31%
O=C(NC1CCN(C(=O)Nc2ccc(F)cc2)CC1)c1ccccc1F,0%[57.1 µM],0%,-7%,-2%,0%,7%[57.1 µM],3.3%,-8%,6%
CC(Oc1ccccc1F)c1ccnc2nc(/N=C/N(C)C)nn12 (stereo not given),11%[57.1 µM],-2%,-14%,?,4%,-14%,4.5%,4%,?
COc1ccccc1OCCNC(=O)Nc1cc(F)c(F)cc1Cl,4%[57.1 µM],-4%,-13%,-5%,2%,12%[57.1 µM],-0.5%,5%,-5%
COc1ccccc1C1=NC(c2ccc(C)cc2)N=C1C (stereo not given),0%,-8%,-19%,-2%,-6%,12%,-0.8%,7%,-4%
Cc1ccc(S(=O)(=O)Nc2ccc3oc(=O)sc3c2)c(C)c1,2%[57.1 µM],-3%,-11%,-4%,2%,10%[57.1 µM],0.3%,4%,-37%
O=C(Cn1c(-c2cccs2)cc2cc(F)ccc21)N1CCN(c2cccc(Cl)c2)CC1,51%[activator],0%,-17%,4%,-7%,71%[activator],3.2%,-10%,27%
O=[N+]([O-])c1ccc(NC(=S)N/C(=N/CS(=O)(=O)c2ccccc2)c2ccccc2)cc1,-14%,0%,-18%,?,0%,?,0.3%,13%,-33%
COc1ccc(CN2CCC(n3nccc3NC(=O)c3cccc(F)c3)CC2)cc1O,1%,0%,-15%,-10%,8%,3%,-0.8%,8%,-14%

# Given as tab-separated lines: two of the compounds above.
canonical_smiles	TrxR1 substrate	Vif-APOBEC3G blk	USP1-UAF1 inh	12-LOX inh	Vif-A3F inh	rTrxR1 inhibitor	RXFP1 ag	IDH1 R132H inh	RGS4 inh
COc1ccc(CC(=O)N/N=C/c2cccs2)cc1OC	-9%	2%	-16%	9%	-5%	-13%	1.9%	-5%	19%
N#C/C(=C/c1cccn1-c1cccc(C(=O)O)c1)c1ccc(Cl)cc1	4%[57.1 µM]	3%	-16%	45µM*	14%	-21%	0.4%	1%	-38%
